Screening results as filed in PubChem.
INS-1E GSIS act = primary screen for activators of insulin secretion dependent on glucose, INS-1E cells, GLuc reporter luminescence; INS-1E GLuc reporter insulin secretion, 2-3 h; activation, % at 16.6 µM; 370,000 tested, 0.61% active;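 active = lowest replicate activation of at least 40%, so every replicate reaches that level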;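 also: 0% = median of neutral control wells and 100% = median of IBMX positive control wells; some compounds called inactive have numbers as strong as hits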
FN deposit inh = fibronectin deposition inhibition; AH1F fibroblasts, Alexa488-fibronectin deposition fluorescence, overnight; inhibition, % at 12.6 µM; 350,000 tested, 0.086% active;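 active = mean inhibition across replicates of 30% or more, regardless of how many single replicates reach that level; inconclusive = mean under 30% yet at least half of replicates reach 30%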;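 also: positive control wells lacked labelled fibronectin entirely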
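Measured by – fluorescence 485/525 nm · System – AH1F fibroblast monolayer, labelled fibronectin deposition · Amount – 10000 cells per well · Buffer or medium – serum-reduced DMEM (2% serum) · Doses – single dose, pinned · Also added – fluorescent fibronectin at 24 nM final · Schedule – 1 h cell attachment, overnight exposure to compound and label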
C2C12 statin = suppression of simvastatin myotoxicity. C2C12 myotubes + simvastatin, ATP luminescence, 48 h; scaled: DMSO 0, geranylgeraniol control 100. rescue of ATP level, % at 7.49 µM. 330,000 tested, 0.78% active;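 active = mean ATP rescue above about 67%, or every replicate alone reaching that limit, limit read from the data, passing the limit was not always enough; inconclusive = no clear call, values can overlap the other calls; inactive = mean under the limit and some replicate under it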;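 also: myotubes were challenged with 10 µM simvastatin during compound exposure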
PGC1a acetyl inh = modulators of PGC1a acetylation; 350,000 tested, 0.17% active; U2OS PGC1a acetylation, AlphaScreen anti-acetyl-lysine; with virally co-expressed GCN5 acetyltransferase; inhibition, % at 15.6 µM;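 active = every replicate shows inhibition of at least 40%; inconclusive = mean inhibition at least 40% but some replicate below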;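 also: 0% = neutral control wells and 100% = positive control wells; some results beyond the cut were filed as inactive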
PglD inh = PglD (C. jejuni) enzyme inhibition; purified PglD enzyme, DTNB colorimetric CoA detection; inhibition, % at 12.5 µM; 360,000 tested, 0.098% active; in the data active = inhibition above about 16%, passing the limit was not always enough; inconclusive = no clear call, values can overlap the other calls; also: strong numbers were not always called active
CFTR F508del cor = CFTR F508del correction in bronchial cells; CFBE cells, YFP halide quenching; stimulated with forskolin plus potentiator P3; % fluorescence drop versus neutral controls; activity (quench increase), % at 7.58 µM; 350,000 tested, 0.36% active; AID 720511;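 active = mean added fluorescence quench of at least 8% versus neutral control, with both replicates also reaching 8%; inconclusive = only one of the mean or replicate conditions met; inactive = mean below 8% and not both replicates reaching 8%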;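 also: cells transiently co-express mutant CFTR-F508del with the halide-sensitive YFP; corrector assay measuring rescue of mutant channel to the surface after 24 h compound exposure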
Cneo AK release = causes C. neoformans cell lysis; lysis activity, % at 15 µM; adenylate kinase release luminescence, 4 h; normalised: neutral wells 0, clomiphene wells 100; 360,000 tested, 0.2% active;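 active = mean lysis activity across replicates of at least 80%, whatever share of replicates individually reach that level; inactive = mean lysis activity below 80%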
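Material: C. neoformans cells | Amount: Yeast cell density of 5 × 10^6 cells/mL | Medium: Fresh YPD growth medium | Dosing: Single dose | Times: Static 4 h at 37 °C with compound, 1 h detection | Detection: AK luminescence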
miR122 inh = miR-122 inhibition in Huh7 cells | Huh7 miR-122 Renilla luciferase sensor, 48 h; neutral wells = 0, positive control = 100 | activation (reporter increase), % at 12.5 µM | 340,000 tested, 0.3% active | AID 602342;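 active = mean replicate activation score at least 90 and every replicate individually at or above 90; inconclusive = only one of the two criteria met; inactive = neither criterion met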;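 also: higher luciferase means less miR-122 activity so hits act as miR-122 inhibitors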
The depositor's hits bear a star; u = inconclusive; x = not tested or not shown; & = joins results of further samples; [ ] = dose if it differs, or a comment. Rows are unselected. About 2.1% of those tested had a hit in this group.

SMILES	INS-1E GSIS act	FN deposit inh	C2C12 statin	PGC1a acetyl inh	PglD inh	CFTR F508del cor	Cneo AK release	miR122 inh
CCOC(=O)NC(=O)c1cn(-c2ccc(OC)cc2)c(=O)[nH]c1=O	4	3	-4	x	x	0.5	x	x
CC1(C(=O)NCCc2c[nH]c3ccccc23)CCN1Cc1csc2ccccc12 (stereo unspecified)	-43	9	10	1	1	-2.1	-1	5
Cc1ccccc1OCC(=O)NCCNC(=O)c1ccncc1	-4	-1	12	-19	14	-2.1	6	0
Cn1c(CO)cnc1SCC(=O)c1ccc(F)cc1	-15	3	14	-2	-7	x	3	2
O=C(Nc1ccccc1F)c1ccc(Br)o1	-10	-1	4	8	7	-0.1	0	7
CC(=O)NC1C(=O)N=C(SCc2ccccc2)NC1=O (stereo unspecified)	x	-6	-7	-4	x	x	x	2
CCOc1ccc(NC(=S)NC(=O)/C=C/c2ccc(Br)cc2)c([N+](=O)[O-])c1	3	0	16	-6	5	-1.5	-1	1
C[C@@H]1CN([C@H](C)CO)C(=O)c2cc(NC(=O)Nc3ccccc3)ccc2O[C@@H](C)CCCCO[C@H]1CN(C)Cc1ccc(C(F)(F)F)cc1	-26	8	x	24	-2	6.1	1	-2[16.7 µM]
[N-]=[N+]=CC(=O)C(c1ccccc1)(c1ccccc1)c1ccccc1	x	6	x	-1	-5	1.8	0	x
CCCC#Cc1ccc([C@H]2[C@H]3CN(C(=O)c4ccc5c(c4)OCO5)CCCCN3[C@H]2CO)cc1	-20	x	x	3	-5	2.3	1	-10[16.7 µM]
Cc1ccc(S(=O)(=O)N2[C@@H](c3cccc(C)c3)C(C(=O)O)=C[C@H]2C(C)(C)C)cc1	-3	-2	2	3	1	0.2	1	-2
CCOC(=O)C(C)/C(C)=N\Nc1ccc([N+](=O)[O-])cc1[N+](=O)[O-] (stereo unspecified)	1	1	x	-6	x	3.6	x	x

Four of these compounds in a different format.
Values run as follows: INS-1E GSIS act | FN deposit inh | C2C12 statin | PGC1a acetyl inh | PglD inh | CFTR F508del cor | Cneo AK release | miR122 inh
> Cc1ccc(S(=O)(=O)N2[C@@H](c3cccc(C)c3)C(C(=O)O)=C[C@H]2C(C)(C)C)cc1
 : -3 | -2 | 2 | 3 | 1 | 0.2 | 1 | -2
> C[C@@H]1CN([C@H](C)CO)C(=O)c2cc(NC(=O)Nc3ccccc3)ccc2O[C@@H](C)CCCCO[C@H]1CN(C)Cc1ccc(C(F)(F)F)cc1
 : -26 | 8 | x | 24 | -2 | 6.1 | 1 | -2[16.7 µM]
> CCOC(=O)NC(=O)c1cn(-c2ccc(OC)cc2)c(=O)[nH]c1=O
 : 4 | 3 | -4 | x | x | 0.5 | x | x
> [N-]=[N+]=CC(=O)C(c1ccccc1)(c1ccccc1)c1ccccc1
 : x | 6 | x | -1 | -5 | 1.8 | 0 | x

More structures:
SMILES	INS-1E GSIS act	FN deposit inh	C2C12 statin	PGC1a acetyl inh	PglD inh	CFTR F508del cor	Cneo AK release	miR122 inh
COc1ccc(CNC(=O)c2ccc(Cl)c(S(=O)(=O)N3CCCCCC3)c2)cc1	-15	-6	8	-19	1	0.1	-4	16
O=C(Nc1ccc(Cl)c(C(F)(F)F)c1)c1ccco1	x	10	3	-16	-3	x	-3	-46
Clc1ccccc1NN(Cc1ccccn1)c1ccccc1Cl	x	-3	6	-30	0	2.2	1	8
CCCOCCOC(=O)C1=C(C)NC(=O)NC1c1cc(Cl)c(O)c(OC)c1 (stereo unspecified)	0	x	7	7	-5	-2.5	-1	x
N#C[C@H]1[C@@H](c2ccc(C#CCC3CCCC3)cc2)[C@H](CO)N1C(=O)c1ccccn1	-15	5	-9	-10	2	6.2	2	x
COc1ccc(-c2nc(CS(=O)(=O)CC(=O)NCc3ccc4c(c3)OCO4)c(C)o2)cc1	41	16	-2	-5	3	4.5	0	2
Cc1cc(C)n(CC(C)NCc2cn[nH]c2-c2cccc3ccccc23)n1 (stereo unspecified)	7	4	x	-3	x	-1.8	x	x
COc1ccc(C#Cc2ccc3c(c2)O[C@@H](CN(C)C)[C@@H](C)CN([C@H](C)CO)S3(=O)=O)cc1	-11	16	x	-41	1	-2.0	2	-11[16.7 µM]
O=C(NCCN1CCCCC1)c1cc(OCC(F)(F)F)ccc1OCC(F)(F)F	x	-3	3	-5	-6	x	-2	2
CC(C)NC(=O)Nc1ccc2c(c1)C(=O)N([C@H](C)CO)C[C@H](C)[C@@H](CN(C)Cc1ccc3c(c1)OCO3)O2	17	1	5	8	0	-2.4	-3	-6[16.7 µM]
COc1cc(C(=O)NCCC(=O)NCc2cccs2)cc(OC)c1OC	-4	12	3	-2	3	2.8	1	-5
C[C@H](NC(=O)[C@H]1N2C(=O)c3ccccc3C2SC1(C)C)C(=O)N1CCC[C@H]1CO (stereo partly specified)	0	x	1	1	0	-1.3	-2	1
CC(C)(C)CC(=O)Nc1nnc(C(F)(F)F)s1	x	4	x	3	-1	x	1	-8
C[C@H]1CN([C@@H](C)CO)C(=O)c2cc(NS(=O)(=O)c3cccs3)ccc2O[C@@H]1CN(C)Cc1ccc(Oc2ccccc2)cc1	-26	x	-28	-12	-7	-4.6	-1	-4[16.7 µM]
CCOC(=O)CCCCC1C(CCCC(=O)OCC)C=NN1C (stereo unspecified)	x	0	8	-6	-4	1.9	4	x
C#CC(C)(C)NC(=O)c1sccc1Oc1ccc(F)cc1[N+](=O)[O-]	19	-5	x	-8	x	0.1	x	x
C[C@H]1CN([C@@H](C)CO)C(=O)Cc2cc(NS(=O)(=O)c3ccc(F)cc3)ccc2O[C@H]1CN(C)Cc1ccc(Cl)c(Cl)c1	11	x	18	-4	x	3.9	x	-12[16.7 µM]
Cc1c(C=O)n(C)n(-c2ccccc2)c1=O	-18	-14	x	-8	x	0.4	1	0
COc1ccc(S(=O)(=O)N2CCCC(C(=O)NCC3CCCO3)C2)cc1C (stereo unspecified)	14	4	3	-6	-4	-1.4	0	-8
C[C@@H]1CN([C@@H](C)CO)C(=O)c2cc(NS(=O)(=O)c3ccc(Cl)cc3)ccc2O[C@@H](C)CCCCO[C@@H]1CN(C)C(=O)Cc1ccccc1	-25	1	x	0	0	-0.7	-2	54[16.7 µM]
O=c1c(-c2ccco2)[n+]([O-])c2ccccc2n1OCc1c(F)cccc1F	5	-4	x	-16	-1	-0.5	6	61
Cc1cccc2nc3c(nc12)CCCC3	-7	0	-10	-1	1	-0.4	1	-9
O=C(c1cc2cc(F)ccc2[nH]1)N1CCc2ccccc21	7	1	-1	x	1	0.5	-1	x
CCOc1ccc(N2CC(C(=O)Nc3ccc4c(c3)OCCO4)CC2=O)cc1 (stereo unspecified)	0	7	-2	x	-2	2.4	-4	x
C[C@H](CO)N1C[C@H](C)[C@H](CN(C)Cc2ccc(C(=O)Nc3ccccc3N)cc2)Oc2c(NC(=O)C3CCCCC3)cccc2C1=O	29	-15	75	-5	1	5.0	8	32[16.7 µM]
NC(=O)c1ccc(NC(=O)CN2CCN(S(=O)(=O)c3ccc4ccccc4c3)CC2)cc1	-13	0	-3	-10	-4	-2.7	-2	x
Cc1ccc(C(O)c2ncc(-c3cccc(C(F)(F)F)c3)[nH]2)cc1 (stereo unspecified)	-30	-1	4	x	3	2.3	0	13
COc1ccc(-n2ncc3c2CC(C)(C)CC3NC(=O)Cc2nonc2C)cc1 (stereo unspecified)	-6	-1	-1	-14	-11	0.5	4	-3
O=c1ccc(-c2ccc(S(=O)(=O)N3CCN(c4ccccc4)CC3)o2)n[nH]1	7	-14	-7	24	3	1.9	0	-13
CCN(CC)c1ccc2c(C)c(-c3ccc(N)cc3)c(=O)oc2c1	x	x	-33	2	-9	x	-2	3
N#Cc1nc(COc2ccccc2)oc1NCCN1CCOCC1	x	x	x	2	5	x	0	4
CCc1nc(SCC(=O)NCCc2ccc(OC)c(OC)c2)c2c(=O)n(C)c(=O)n(C)c2n1	x	-1	5	4	-4	-7.3	-2	-2
Cc1noc(C)c1NC(=O)N(C)C[C@H]1Oc2ccc(NS(=O)(=O)c3ccc(Cl)cc3)cc2CC(=O)N([C@H](C)CO)C[C@H]1C	-1	x	-16	1	0	-1.2	38	-1[16.7 µM]
CCC(=O)N1CCC1(C)C(=O)Nc1cc(OC)ccc1OC (stereo unspecified)	15	5	5	4	3	-1.1	2	55
COc1cc(OC)cc(C(=O)Nc2ccc(N3CCOCC3)cc2N2CCOCC2)c1	x	8	-3	8	7	2.2	6	-20
CCOCCc1nnc(NC(=O)CS(=O)(=O)Cc2ccccc2)s1	-1	13	9	38	-1	4.7	-1	-4
CC(C)NC(=O)N(C)C[C@@H]1Oc2c(NC(=O)C3CC3)cccc2C(=O)N([C@@H](C)CO)C[C@H]1C	9	4	35	6	-1	-2.0	4	5[16.7 µM]
C[C@@H]1CN([C@H](C)CO)C(=O)c2cc(C#CCN(C)C)cnc2O[C@H]1CN(C)C(=O)NC1CCCC1	9	1	16	9	6	1.5	-2	26[16.7 µM]
COC(=O)[C@@H](NCc1cccc(CN([C@H](C(=O)OC)C(C)C)S(C)(=O)=O)c1)C(C)C	-9	-19	10	x	-2	-1.4	-2	x
Cc1ccc(NC(=S)NCc2ccccn2)cc1	x	x	x	4	2	x	49	8
CCNC(=S)Nc1ccc(OCc2nc3ccccc3s2)cc1	3	1	3	x	1	-1.0	0	x
C=CCn1c(NC(=O)c2ccc(Br)o2)c(S(=O)(=O)c2ccccc2)c2nc3ccccc3nc21	-11	11	u	-3	0	x	2	29
CCCCSc1nnc(CSc2ncccn2)n1C	0	3	x	-4	x	2.5	x	x
CC1CC(=Cc2ccc(N)cc2)C(=O)O1 (stereo unspecified)	x	0	2	9	5	-1.0	2	-3
COc1ccc(NC(=O)CSc2nnc(-c3cccs3)n2C)cc1OC	x	4	x	-1	-4	x	3	-12
N#CCC(=O)Nc1ccc(C(=O)OC(C(=O)Nc2cc(C(F)(F)F)ccc2Cl)c2ccccc2)cc1 (stereo unspecified)	10	5	-13	x	3	-0.8	6	3
COc1ccc(CN2C(C)C3C(C)=CC2C2C(=O)N(C)C(=O)C32)cc1 (stereo unspecified)	x	x	x	9	1	3.2	1	x
Cc1cc(C)c(C(=O)N(C)C2CCCN(Cc3ccccc3F)C2)o1 (stereo unspecified)	11	x	8	2	6	0.9	0	0
COc1ccc(S(=O)(=O)N(C)C[C@H]2Oc3ccc(NC(=O)Nc4ccc(C(F)(F)F)cc4)cc3C(=O)N([C@H](C)CO)C[C@@H]2C)cc1	-4&-13	2&-1	-1	7&5	1&4	-1.4&-2.2	-1&-2	1[16.7 µM]
CCC1(C(=O)O)NC(c2cc(OC)ccc2O)C2C(=O)N(Cc3ccccc3)C(=O)C21 (stereo unspecified)	-6	1	-9	3	2	-2.3	-2	6
O=C(c1cnn2c(C(F)(F)F)cc(-c3ccc4c(c3)OCO4)nc12)N1CCCC1	x	-5	0	4	-3	x	3	3
O=C(Nc1ccccc1)c1cc2ccccc2s1	12	2	0	10	2	-0.4	-7	x
COc1ccc(Oc2coc3cc(OC(=O)c4cccs4)ccc3c2=O)cc1	x	x	x	-6	2	x	1	-4
COCCNC(=O)c1onc(CSc2cc(C)ccc2C)c1C(=O)O	0	-14	2	0	-2	0.4	1	-2
Cc1cccc(N2CCN(C(=O)CCN3C(=S)NC(C)(C)CC3C)CC2)c1C (stereo unspecified)	-17	7	-8	-4	3	0.1	9	-11
